Screening data: PubChem BioAssay, Broad Institute
Dyrk1A ADPGlo = rat Dyrk1A kinase inhibitors, primary screen, biochemical, single point, plate reader; ADP-Glo luminescence, NFATc1 peptide; inhibition, % at 12.5 µM; 310,000 compounds, 0.43% hits; AID 504441, 2011; in the data active means inhibition above about 50%;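 further: plate controls were vehicle with enzyme for no effect and no enzyme for full effect; many of its hits are not listed in these tables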
The depositor's hits bear a star.

SMILES	Dyrk1A ADPGlo
CCN(C(=O)COC(=O)c1cccc2ccccc12)c1c(N)n(Cc2ccccc2)c(=O)[nH]c1=O	5
CC[C@@]1(C(=O)OC)N[C@H](CN(C)C(=O)Nc2ccccc2)[C@@H]2C(=O)N(Cc3ccccc3)C(=O)[C@@H]21	-3
O=C(C=C(O)c1ccc(Cl)cc1)C(=O)NNC(=O)C(O)(c1ccccc1)c1ccccc1	4
CN(Cc1cccc(Cl)c1Cl)C(=O)c1ccccc1SCC(=O)N1CCCC1	3
O=C(Cc1ccc(NC(=O)C2CCN(C(=O)C3CCCC3)CC2)cc1)Nc1ccc(C(=O)N2CCOCC2)cc1	-2
COc1cc(OC)cc(C(=O)NCC(=O)OCC(=O)Nc2ccc(C)c(S(=O)(=O)N3CCOCC3)c2)c1	-4
Cc1ccc(S(=O)(=O)N2C[C@@H]3[C@H]4CC[C@H](C4)[C@@H]3[C@@H](C)[C@@H]2C2CCCCC2=O)cc1 (stereo not given in full)	-1
COc1cc(C2C3=C(COC3=O)Oc3cc4c(cc32)OCO4)cc(OC)c1OC (stereo not given)	-1
CCOc1ccc(S(=O)(=O)N2CCN(C(=O)c3cc(S(=O)(=O)N4CCOCC4)ccc3C)CC2)cc1	-3
COc1ccc(-c2cc(=O)c3ccc(O)cc3o2)cc1	20
Oc1ccc(Cl)cc1C=NN1CCCCCC1	-2
CCN(CC)S(=O)(=O)c1ccc(NC(=O)COC(=O)CNC(=O)C2CCCCC2)cc1	1

Grouped by structure, the entries above containing sulfur.
SMILES	Dyrk1A ADPGlo
CN(Cc1cccc(Cl)c1Cl)C(=O)c1ccccc1SCC(=O)N1CCCC1	3
COc1cc(OC)cc(C(=O)NCC(=O)OCC(=O)Nc2ccc(C)c(S(=O)(=O)N3CCOCC3)c2)c1	-4
Cc1ccc(S(=O)(=O)N2C[C@@H]3[C@H]4CC[C@H](C4)[C@@H]3[C@@H](C)[C@@H]2C2CCCCC2=O)cc1 (stereo not given in full)	-1
CCOc1ccc(S(=O)(=O)N2CCN(C(=O)c3cc(S(=O)(=O)N4CCOCC4)ccc3C)CC2)cc1	-3
CCN(CC)S(=O)(=O)c1ccc(NC(=O)COC(=O)CNC(=O)C2CCCCC2)cc1	1

Remaining list, next part.
SMILES	Dyrk1A ADPGlo
CCOc1ccc(C(=O)NCC(=O)Nc2ccc3c(c2)OCO3)cc1OCC	2
Cc1ccc(S(=O)(=O)N(C)c2ccc(OC(=O)CN3C(=O)NC(C)(c4ccccc4)C3=O)cc2)cc1C (stereo not given)	1
CCCCN1CC(COCc2ccccc2)Oc2cccc(OCCN3C(=O)[C@@H]4[C@H](C3=O)C3C=C[C@H]4C3)c2S1(=O)=O (stereo not given in full)	2
COc1cccc(C=NNC(=S)NN=Cc2cccc(OC)c2OC)c1OC	0
CC(C)C(NC(=O)c1ccccc1F)C(=O)NCc1ccc(S(=O)(=O)N2CCOCC2)cc1 (stereo not given)	6
CC(=O)Nc1ccc(S(=O)(=O)N(C)c2ccc(OCC(=O)Nc3ccccc3C(C)=O)cc2)cc1	0
COc1ccc(C2CC(c3ccc(C(F)(F)F)cc3)=NN2c2ccc(S(N)(=O)=O)cc2)cc1 (stereo not given)	-2
O=C(CN1C(=O)c2ccccc2C1=O)NCC(=O)Nc1ccccc1	-2
O=C(/C=C/c1ccc([N+](=O)[O-])cc1)c1ccccc(=O)c1O	-2
CCOC(=O)c1c(NC(=O)CN2CCN(S(=O)(=O)c3cc(Cl)ccc3Cl)CC2)sc(C(=O)N(C)C)c1C	0
CC(OC(=O)CSc1ccccc1)C(=O)NC1CCCCC1C (stereo not given)	-13
COC(=O)[C@@]1(Cc2ccccc2)[C@H]2C(=O)N(Cc3ccccc3)C(=O)[C@H]2[C@H]2CN=C(SCc3ccc(C)cc3)N21	-1

3 compounds out of the list, sorted by heavy-atom count, largest number first.
SMILES	Dyrk1A ADPGlo
COc1ccc(C2CC(c3ccc(C(F)(F)F)cc3)=NN2c2ccc(S(N)(=O)=O)cc2)cc1 (stereo not given)	-2
CCOc1ccc(C(=O)NCC(=O)Nc2ccc3c(c2)OCO3)cc1OCC	2
CC(OC(=O)CSc1ccccc1)C(=O)NC1CCCCC1C (stereo not given)	-13

Later entries:
SMILES	Dyrk1A ADPGlo
CN(Cc1ccco1)C(=O)CSc1nc(C2CC2)n(-c2ccccc2)n1	3
CCN(C(=O)CSc1nnc(-c2ccco2)n1Cc1ccccc1)C1CCS(=O)(=O)C1 (stereo not given)	4
O=c1[nH]c(=O)n(C2OC(CO)C(O)C2O)cc1N1CCOCC1 (stereo not given)	-1
CCOc1ccc2nc(NC(=O)Cn3c(C)csc3=O)sc2c1	-2
COc1ccccc1CNC(=O)c1ccccc1SCC(=O)NCc1ccco1	2
CN(c1ccccc1)S(=O)(=O)c1ccc(C(=O)NCc2ccco2)cc1	1
Cc1ccc(S(=O)(=O)CCC(=O)OCC(=O)N(C)Cc2ccccc2)cc1	-1
CCOc1cc(N2CCOCC2)c(OCC)cc1NC(=O)c1ccc(S(=O)(=O)N2CC(C)OC(C)C2)cc1 (stereo not given)	-5
NC(N)=S	4
CCOC(=O)c1oc2c(CN3CCN(C)CC3)c(O)c(CC)cc2c(=O)c1-c1nc2ccccc2s1	-6
COc1ccccc1NS(=O)(=O)c1cc(C(=O)NCCCN2CCCC2=O)ccc1C	-3
O=C(NCc1ccccc1)c1ccc(NC(=O)C2CC2)cc1	13
C=C(C1=CCN(S(=O)C(C)(C)C)[C@@H]1CCO)c1ccccc1 (stereo not given in full)	-2
COc1ccccc1C(=O)NCC(=O)OCC(=O)N1CC(C)OC(C)C1 (stereo not given)	-5
Cc1sc(NC(=O)CSc2n[nH]c(N)n2)c(C#N)c1C	6
O=C(Nc1ccc2oc(=O)c(C(=O)O)cc2c1)Oc1ccccc1	0
CCN(C[C@H]1N[C@@](Cc2ccccc2)(C(=O)OC)[C@H]2C(=O)N(Cc3ccccc3)C(=O)[C@@H]12)C(=O)COC	-1
Cc1sc2nc(SCC(=O)Nc3cccc(C(=O)O)c3)[nH]c(=O)c2c1C	2
COc1ccc(C(=O)C(C)C(C)=O)c(OCc2ccccc2)c1OC (stereo not given)	-3
Cc1cc(C(=O)COC(=O)c2ccc(NC(=O)CC#N)cc2)c(C)n1C1CC1	-9
COc1ccccc1NC(=O)COC(=O)c1cc2c(s1)CCC2	1
CCCS(=O)(=O)Nc1ccc(N2CCCCC2)c(S(=O)(=O)Nc2ccccc2OC)c1	-6
COc1cccc(CNC(=O)COC(=O)c2cccc(S(=O)(=O)N3CCCC3)c2)c1	-2
CCN(C(=O)COC(=O)C(C)(C)Oc1ccc(Cl)cc1)c1c(N)n(Cc2ccccc2)c(=O)[nH]c1=O	-1

Filtered by structure, the compounds so far with a furan ring, fused or not
SMILES	Dyrk1A ADPGlo
CN(Cc1ccco1)C(=O)CSc1nc(C2CC2)n(-c2ccccc2)n1	3
CCN(C(=O)CSc1nnc(-c2ccco2)n1Cc1ccccc1)C1CCS(=O)(=O)C1 (stereo not given)	4
COc1ccccc1CNC(=O)c1ccccc1SCC(=O)NCc1ccco1	2
CN(c1ccccc1)S(=O)(=O)c1ccc(C(=O)NCc2ccco2)cc1	1

The listing continues.
SMILES	Dyrk1A ADPGlo
O=C(Cc1ccccc1[N+](=O)[O-])c1ccc2c(c1)OCO2	4
COc1ccc(CNC(=O)N2CCN(C(=O)c3ccccc3)CC2)cc1	-6
Cc1cccc(C2c3c(n(C)c(=O)n(C)c3=O)N=C3c4ccccc4C(=O)C32)c1 (stereo not given)	-2
O=C1OCCN1N=Cc1ccco1	7
CCN(CC(=O)Nc1ccc2c(c1)OCCO2)C(=O)c1cc(S(=O)(=O)N2CCOCC2)ccc1F	-9
Cc1cccn2c(=O)c3cc(C(=O)NCc4ccccc4)c(=N)n(CCCN4CCOCC4)c3nc12	-7
Cc1nc(SCC(=O)NCC2COc3ccccc3O2)c2c(C)c(C)sc2n1 (stereo not given)	7
O=C(O)c1ccccc1CC(CCc1ccccc1)C(=O)O (stereo not given)	1
COc1cc(OC)c(OC)cc1CNC(=O)c1cc(S(=O)(=O)N(C)c2ccccc2OC)ccc1C	6
CCC(CC)C(=O)OCC(=O)C1(O)CCC2C3CCC4=CC(=O)CCC4(C)C3C(O)CC21C (stereo not given)	6
CCCCN1C[C@H](CO)Oc2cccc(F)c2S1(=O)=O	-12
COC1=C(Nc2ccccc2)C(=O)C(OC)=C(Nc2ccccc2)C1=O	-2
Cc1ccc(NC(=O)c2ncn(CCCN3CCN(c4ccccn4)CC3)n2)cc1C	2
COc1ccc(C(c2c(NC(=O)c3ccco3)sc(C)c2C)N2CCOCC2)cc1 (stereo not given)	-1
COC(=O)[C@@]1(C)[C@H]2C(=O)N(Cc3ccccc3)C(=O)[C@H]2[C@H]2CN(C)C(=NC3CCCCC3)N21	-3
O=C(CCCC(=O)NN=Cc1cccc(O)c1)NN=Cc1cccc(O)c1	10
CCCCCc1c2c(cc(O)c1C(=O)O)OC(=O)c1cc(C(=O)CCCC)c(OC)cc1O2	9
CCN(C(=O)COC(=O)/C(=C/c1ccccc1)NC(C)=O)c1c(N)n(Cc2ccccc2)c(=O)[nH]c1=O	5
Cc1cc(C)n2nc(SC(C)C(=O)N3CCCC3)nc2n1 (stereo not given)	2
Cc1ccc(S(=O)(=O)N2CCCCC2)cc1C(=O)N1CCN(CCO)CC1	0
CC(=O)c1ccccc1NC(=O)CSCc1nc2sc(C)c(C)c2c(=O)[nH]1	2
Cc1cccc(C2=NN(c3ccc(Br)cc3)[C@@H](C(=O)N3CCOC3=O)[C@@H]2c2ccccc2)c1	-1
Cc1cc2c(s1)c1cnn(-c3ccccc3)c(=O)c1n2C	-15
O=C(Nc1ccccc1N1CCCCC1)c1ccc([N+](=O)[O-])o1	-9
O=c1cc(-c2ccccc2)oc2ccc(Cl)cc12	4
O=C1O[C@H](CO)[C@@H](O)[C@H](O)[C@H]1O	-2
COc1cccc(NC(=O)CN(C)C(=O)c2ccc(NC(=O)CC3SC(N4CCCC4)=NC3=O)cc2)c1 (stereo not given)	-5
C=CC[N+](C)(C)c1ccc(CCC(=O)CCc2ccc([N+](C)(C)CC=C)cc2)cc1	-3
O=C(O)C1CCCCC1C(=O)Nc1ccc(S(=O)(=O)N2CCOCC2)cc1 (stereo not given)	10
CCN(C[C@H]1N[C@@](Cc2ccccc2)(C(=O)OC)[C@H]2C(=O)N(C)C(=O)[C@@H]12)C(=O)c1ccc(F)cc1	-1
CC1CCCCCCC1OC(=O)c1ccccc1C(=O)O (stereo not given)	8
COC(=O)[C@@]1(Cc2ccccc2)[C@H]2C(=O)N(C)C(=O)[C@H]2[C@H]2CN=C(SCC(=O)c3ccccc3)N21	3
NS(=O)(=O)c1cccc(NC(=O)CCc2ccc(S(=O)(=O)N3CCOCC3)cc2)c1	1
COc1ccccc1NS(=O)(=O)c1cccc(C(=O)N/N=C/c2ccc([N+](=O)[O-])o2)c1	7
CCN(C[C@H]1N[C@@](C)(C(=O)OC)[C@H]2C(=O)N(C)C(=O)[C@@H]12)C(=O)c1ccc(F)cc1	-6
CN(C)C(=O)CCc1ccc2c3c([nH]c2c1)[C@]1(C)[C@@H](C(=O)N2CCOCC2)C[C@H](CC(=O)NCc2cccc(C(F)(F)F)c2)C(=O)N1CC3	1
CC[C@]12C(=O)N(C)C[C@H]([C@@H]3C(=O)N(Cc4ccccc4)C(=O)[C@@H]31)N2C(=O)c1ccc(F)cc1	-4
Cc1ccc(-n2cnc3c(=O)[nH]cnc32)cc1[N+](=O)[O-]	3
CCCCNC(=O)C(C)N(CCN(C)C)C(=O)CCCN1C(=O)NC(c2ccc([N+](=O)[O-])cc2)C(C(=O)OCc2ccccc2)=C1C (stereo not given)	5
Cc1cccc2sc(NC(=O)Cn3c(C)csc3=O)nc12	-2
OC[C@H]1O[C@@](CO)(O[C@H]2O[C@H](CO)[C@@H](O)[C@H](O)[C@H]2O)[C@@H](O[C@H]2O[C@H](CO)[C@@H](O)[C@H](O)[C@H]2O)[C@@H]1O	-1
CCC(C)(C)C1CCC2(CC1)NC(=O)N(CC(=O)N(C)CCOc1ccc(Cl)cc1)C2=O (stereo not given)	-4
COc1ccc(OC)c(S(=O)(=O)NCC(=O)NC2CCCc3ccccc32)c1 (stereo not given)	-5
COc1cc(CN(C)c2ccc(S(=O)(=O)N3CCCC3)cn2)ccc1OC(F)F	1
O=C(Cc1cccs1)N[C@@H]1c2ccccc2CC[C@H]1OCc1ccccc1	-1
CC(C)(C)NC(=O)C(c1ccc(-c2ccccc2)cc1)N(C[C@H]1CC[C@@H]([C@@H]2CC[C@H](CO)O2)O1)C(=O)c1ccc(C(C)(C)C)cc1 (stereo not given in full)	-1
O=C1CC[C@@H]2CC3(C[C@@H]4CCN1[C@H]24)Nc1cc([N+](=O)[O-])ccc1NC3=NC1CCCCC1 (stereo not given in full)	9
CN(CCc1ccccc1)C(=O)c1cccc(NC(=O)Cc2cccc(NC(=O)C3CCN(C(=O)C4CCC4)CC3)c2)c1	1

As entered above.
O=C1CC[C@@H]2CC3(C[C@@H]4CCN1[C@H]24)Nc1cc([N+](=O)[O-])ccc1NC3=NC1CCCCC1 (stereo not given in full) @ Dyrk1A ADPGlo: 9
CN(CCc1ccccc1)C(=O)c1cccc(NC(=O)Cc2cccc(NC(=O)C3CCN(C(=O)C4CCC4)CC3)c2)c1 @ Dyrk1A ADPGlo: 1

Additional records:
SMILES	Dyrk1A ADPGlo
CC(C)Cn1cnc2c(SCc3ccccc3)nc(N)nc21	-2
CCNc1cc2c(cc1O)CCC1C2CCC2(C)C(O)CCC12 (stereo not given)	4
Cc1ccc(/C=C2/CNC/C(=C/c3ccc(C)cc3)C2=O)cc1	3
COC(=O)C1C2CC(C(Br)C2Br)C1C(=O)O (stereo not given)	3
CC(C)Cn1c(N)c(C(=O)CSc2nnc(C3CC3)n2C2CC2)c(=O)n(C)c1=O	-1
Cc1cccc(C(=O)NC2CCN(S(=O)(=O)c3cccc(F)c3)CC2)c1	-1
Cc1ccc(S(=O)(=O)N2CCCCC2)cc1NS(=O)(=O)c1ccc(Cl)c(C(=O)O)c1	-4
C[C@@H]1C(c2ccccc2)=NN(c2ccccc2)[C@H]1C(=O)N1CCOC1=O	-6
Cc1nc2[nH]c(=S)[nH]c(=O)c2nc1C	-2
CCCn1c(N)c(N(CCOC)C(=O)c2ccc(S(=O)(=O)N3CCOCC3)cc2)c(=O)[nH]c1=O	-4
NS(=O)(=O)c1ccc(NC(=O)CCCCCN2C(=O)c3ccccc3C2=O)cc1	-3

Not all compounds are listed; count on the stated rates, not on these rows.
